aSyn yeast rescue: qHTS of alpha-syn Inhibitors: NCGC Sytravon Library Screen. S. cerevisiae alpha-synuclein toxicity rescue, BacTiter-Glo growth, 24 h. Potency, µM (doses to about 46.1 µM), for the others: at the top dose growth rescue (activation), actives largely listed as activators. 0.02% of 94,000 active. AID 1347070, 2019; active = well fitted activation curve with a large enough effect; note: 0% is about no effect
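Growth restoration measured by BacTiter-Glo luminescence after 24 hr at 30 deg C; alpha-synuclein yeast, raffinose-pregrown to mid-log, were added at OD600=0.02 in galactose medium onto pinned compounds.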
The depositor's hits bear a star; & = joins results of further samples; [ ] = another dose, or the depositor's remark. Potency is the fitted concentration of half-maximal effect. The list is partial; count on the stated rates, not on these rows.

SMILES | aSyn yeast rescue
Cc1ccc(S(=O)(=O)NN=C2CC(C)(C)OC2(C)C)cc1 | 0.6%
CCN(C(=O)CSc1nc2ccccc2n1Cc1ccccc1C#N)c1ccccc1 | -3.6%
COc1ccccc1NC(=O)C1=C(C)Nc2nc(-c3ccco3)nn2C1c1ccccc1 (stereo unspecified) | 0.3%
COc1ccc(NC(=O)c2c(N)c(C(=O)c3ccc(OC)cc3)n3ccccc23)cc1 | -6.0%
O=C(CN1CCN(C(=O)c2ccc(-c3nc4ccccc4s3)o2)CC1)Nc1cccc(F)c1 | -5.5%
Cc1ccc(NC(=O)C(=O)NCC(c2cccnc2)N2CCOCC2)cc1Cl (stereo unspecified) | 7.0%
COc1ccc(C(=O)N2CCC(C(=O)NC3CC3)CC2)cc1 | -16.8%
CCOc1ccc(-n2c(Cc3ccccc3)nnc2SCc2nc(-c3cccs3)no2)cc1 | 3.9%
CC(C)(C)SCCNS(=O)(=O)c1ccc(Cl)cc1 | 2.0%
CC(=O)N1CCN(C(=O)c2cc(S(=O)(=O)N3CCN(c4ccccc4)CC3)ccc2Cl)CC1 | 4.5%
CCN(CC)C(=O)C1=C(C)N(Cc2ccc(F)cc2)C(=O)C(CC(=O)NCc2cccc3ccccc23)C1 (stereo unspecified) | -1.9%
c1ccc(-c2nnc(-c3ccccc3)nn2)cc1 | -1.4%
CCN(CC)S(=O)(=O)c1ccc2c(c1)c(=O)c(C(=O)NCCc1ccccc1)cn2C | -2.9%
Cc1cc(N)n(-c2ccc(S(=O)(=O)N3CCCC3)cc2[N+](=O)[O-])n1 | 6.9%
COC(=O)C1CCN(C(=O)COC(=O)c2cccc(NS(=O)(=O)c3ccccc3)c2)CC1 | -1.5%
COc1ccc(OC)c2sc(N3CCN(C(=O)C4CC4)CC3)nc12 | -6.1%
CCc1cccc(NC(=O)CN2c3ccccc3S(=O)(=O)c3ccccc32)c1 | 0.0%
O=C(COc1ccc(Br)cc1Br)NC(=O)NC1CCCC1 | 2.8%
CCOc1ccc(CN2CCc3nc(N4CCN(c5ccccc5OC)CC4)ncc3C2)cc1OC | 2.1%
CCOC(=O)c1c(NC(=O)Cn2nc(C(=O)O)c3ccccc3c2=O)sc2c1CCC(C)C2 (stereo unspecified) | -8.2%
Cc1ccccc1C(=O)Nc1c(C)nc(Nc2ccccc2)nc1Nc1ccccc1 | -5.6%
Cc1nc2nc(SCC(=O)NC3CCC(C)CC3)nn2c(C)c1Cc1ccccc1 (stereo unspecified) | 5.0%
O=C(NC1CCCCC1)c1ccc(CSc2nc3cccnc3n2Cc2cccc(F)c2)cc1 | -0.5%
CCCCN(CC)CCCNC(=O)Cn1ncc2c3ccccc3n(C)c2c1=O | -1.9%
Cc1ccc(C)c(OCCCNC2CCCC2)c1C | 10.8%
COc1ccc(Br)cc1C1=CC(=O)C[C@H](c2ccc(F)cc2)C1 | 9.7%
COc1cccc(NC(=O)N2CCC(n3c(C)nc4cccnc43)CC2)c1 | -4.6%
COc1cc(C(=O)NC2(C(F)(F)F)NC(=O)N(CCCc3ccccc3)C2=O)cc(OC)c1OC (stereo unspecified) | 16.0%
CC(C)Cc1cc(C(=O)Nc2ccc3c(c2)OCO3)no1 | 4.4%
Cc1ccc(NC(=O)c2nc(S(=O)(=O)Cc3cccc(C)c3)ncc2Cl)cc1 | 5.0%

Reformatted as comma-separated lines: part of the list above.
structure,aSyn yeast rescue
Cc1nc2nc(SCC(=O)NC3CCC(C)CC3)nn2c(C)c1Cc1ccccc1 (stereo unspecified),5.0%
O=C(NC1CCCCC1)c1ccc(CSc2nc3cccnc3n2Cc2cccc(F)c2)cc1,-0.5%
CCCCN(CC)CCCNC(=O)Cn1ncc2c3ccccc3n(C)c2c1=O,-1.9%
Cc1ccc(C)c(OCCCNC2CCCC2)c1C,10.8%
COc1ccc(Br)cc1C1=CC(=O)C[C@H](c2ccc(F)cc2)C1,9.7%
COc1cccc(NC(=O)N2CCC(n3c(C)nc4cccnc43)CC2)c1,-4.6%

Further results follow:
SMILES | aSyn yeast rescue
CC1=C(c2ccc(Cl)cc2)S(=O)(=O)N=C1N1CCN(c2cccc(C(F)(F)F)c2)CC1 | 2.8%
CC(C)(C)CC(=O)NC1CC(=O)N(c2ccc3c(c2)OCCO3)C1 (stereo unspecified) | 3.7%
Cc1cc(Br)ccc1NC(=O)c1cc2c(=O)n(C)c3cc(Cl)ccc3c2s1 | -3.3%
Cn1c(=O)c2cc(C(=O)NCCCN3CCN(c4ccccc4F)CC3)sc2c2ccccc21 | -33.0%[inhibitor]
CCOc1ccccc1NC(=O)CSc1ccc2nnc(CCNS(=O)(=O)c3ccccc3)n2n1 | -0.5%
O=C(NCC(c1cccs1)N1CCOCC1)c1ccc([N+](=O)[O-])cc1 (stereo unspecified) | -4.7%
Cc1ccc(C(=O)N/N=C/c2cccnc2)cc1Cl | -2.1%
O=C1CN(C(=O)NCC(=O)N[C@H](Cc2ccccc2)C(=O)O)c2ccccc2N1 | 3.1%
Cc1ccc(-n2nc(C(=O)N3CCC(C)CC3)c(=O)n(C)c2=O)cc1 | -3.1%
Cc1ccc(NC(=O)CC2=NC(=O)C(CC(=O)Nc3ccccc3C)S2)cc1 (stereo unspecified) | -15.9%
CCOc1ccc(C(=O)NCC2CCCN2S(=O)(=O)c2cccs2)cc1 (stereo unspecified) | 4.0%
CCN1CCN(CCCNC(=O)CNC(=O)c2nn(-c3ccc(OC)cc3OC)c(=O)c3ccccc23)CC1 | -6.2%
CC1CCCCN1CCCNC(=O)c1sc2ncccc2c1-n1cccc1 (stereo unspecified) | -2.5%
FC(F)Oc1ccccc1/C=N/Nc1nc2ccccc2o1 | -2.3%
COc1ccc2nc3oc(C(=O)Nc4cccc(C(F)(F)F)c4)cc3cc2c1 | -4.2%
COc1ccc(N(CC(=O)Nc2c(C)n(C)n(-c3ccccc3)c2=O)S(=O)(=O)c2ccccc2)cc1OC | -3.9%
COc1ccc(OC)c(NC2c3ccccc3C(=O)N2c2cccnc2)c1 (stereo unspecified) | 2.2%
Cc1cc(C)c(S(=O)(=O)NCCn2c(C)cc3ccccc32)c(C)c1 | -0.8%
Cc1ccccc1OCCSc1nc2ccc(NC(=O)c3cccc(F)c3)cc2s1 | -0.4%
COC(=O)C1CCN(S(=O)(=O)c2c[nH]c(=O)[nH]c2=O)CC1 | -3.0%
COc1cc(C2C(=O)N(C3CCCCCC3)CC(=O)N2Cc2ccccc2)ccc1OC(C)C (stereo unspecified) | -1.3%
Cc1ccc(NC(=O)CS(=O)CC(=O)NC23CC4CC(CC(C4)C2)C3)cc1 (stereo unspecified) | 12.6%
COc1ccc(NC(=O)N(C)C[C@H]2OCc3cnnn3CCCC(=O)N([C@@H](C)CO)C[C@H]2C)c(OC)c1 | 3.3%
CCC(C)NC(=O)CS(=O)Cc1nc(-c2cccc(OC)c2)oc1C (stereo unspecified) | 5.1%
CCc1ccccc1NC(=O)Nc1cc(C(=O)NCc2ccc(C)cc2)ccc1N1CCCC1 | -12.0%
COc1ccccc1Cn1cc(C(=O)c2ccc(C)cc2)c(=O)c2cc(C)ccc21 | -2.8%
Cc1ccccc1C(=O)NNc1ncnc2c1cnn2-c1cccc(Cl)c1 | -6.7%
COC(=O)c1cccc(NC(=O)c2cnn(C)c2)c1 | -0.3%
CCCn1c(/C=C/c2ccccc2)nc2ccccc21 | -8.8%
CCOc1ccc(Cn2c(=O)sc3ccccc32)cc1 | 5.8%&3.5%
COc1ccc(CCNC(=O)CCCCCN2C(=O)c3ccccc3C2=O)cc1OC | 3.1%
Cn1nc(C(=O)NCc2ccccc2)c2c1-c1ccccc1S(=O)(=O)C2 | 5.5%
O=C(CCCc1ccccc1)NCCS(=O)(=O)N1CCN(c2ccccc2)CC1 | -4.9%
CCN(CCCNC(=O)c1nn(-c2ccc(C)cc2)c(=O)c2c1c1ccccc1n2C)c1ccccc1 | -1.8%
Cc1nn(C)c2c1c(C(F)(F)F)cc(=O)n2C(C)C(=O)NCCc1ccccc1 (stereo unspecified) | 9.7%
COc1cc2c(NCCCCCO)ncnc2c(OC)c1OC | -3.7%
Cc1oc(-c2ccccc2Cl)nc1CS(=O)(=O)CC(=O)N1CCOCC1 | 4.6%
CCC(=O)N1CCc2cc(Br)cc(S(=O)(=O)Nc3ccccc3C(=O)OC)c21 | -25.3%
CCOCCCNC(=O)C(c1ccc(Cl)cc1)N(Cc1ccc2c(c1)OCO2)C(=O)c1ccc(NC(C)=O)cc1 (stereo unspecified) | -0.6%
O=C(Cn1c[n+](CC(=O)c2ccc([N+](=O)[O-])cc2)cn1)c1ccc([N+](=O)[O-])cc1 | -11.6%
CCOc1ccc(S(=O)(=O)NCCC(=O)N2CCN(C(C)=O)CC2)cc1 | 8.8%
Cc1ccc(C)c(N2CCN(C(=O)c3ccc(-c4nc(COc5ccccc5)c(C)o4)cc3)CC2)c1 | 3.1%
COc1cccc(C(=O)Nc2ccccc2C(=O)OCc2cc(=O)n3c4c(sc3n2)CCCC4)c1 | 0.5%
Cc1ccc(S(=O)(=O)NCC(c2ccc(N(C)C)cc2)N2CCCC2)cc1 (stereo unspecified) | -8.3%
Cc1cccc(C)c1-n1ncc(C(=O)Nc2ccc3c(c2)OCO3)c1C1CCN(C(=O)OC(C)(C)C)CC1 | 5.3%
CCC(C)S(=O)(=O)c1oc(-c2cccs2)nc1S(=O)(=O)c1ccccc1 (stereo unspecified) | 3.9%
COc1ccc(-n2nnc(-c3nc(-c4ccccc4C)no3)c2N)cc1Cl | -0.3%
Cc1cc(=O)oc2cc(OCC(=O)Nc3ccc(F)cc3F)ccc12 | -1.7%
CCN(c1ccccc1)S(=O)(=O)c1ccc(Cl)c(NC(=O)CSc2nc(N)cc(=O)[nH]2)c1 | 1.3%
Cc1ccc(S(=O)(=O)N2CCN(CCNC(=O)C(=O)NCc3ccccc3)CC2)cc1 | -12.3%
Next part
SMILES | aSyn yeast rescue
Cc1cccc(NC(=O)Cn2ncc3c4ccccc4n(Cc4ccccc4)c3c2=O)c1C | -1.2%
Cc1ccnc(NS(=O)(=O)c2ccc(NC(=O)c3nc(SC(C)C)ncc3Cl)cc2)n1 | -8.1%
CNC(=O)c1ccc(CN(C)C(=O)c2cc(C3CC3)nc3c2cnn3C(C)C)cc1 | -5.3%
CCOc1ccc(Br)cc1S(=O)(=O)N1CCCN(C)CC1 | -4.9%
COc1ccc(CN2CCN(Cc3cn(C)nc3-c3ccccc3)CC2CCO)c(C)c1C (stereo unspecified) | -2.0%
CC1CC(=O)N(c2ccc(NCCc3ccccc3)c([N+](=O)[O-])c2)C1=O (stereo unspecified) | 3.5%
CCC(Sc1nnc(C)n2c1cc1occc12)C(=O)Nc1ccccc1OC (stereo unspecified) | 9.8%
CCOC(=O)C1CCN(CCC(=O)Nc2ccc(OC)cc2)CC1 | 0.6%
Cc1ccccc1CSc1nc2c(sc3ccccc32)c(=O)n1CCCC(=O)NCCCOC(C)C | 4.0%
O=S(=O)(c1ccc2[nH]c3c(c2c1)CCCCC3)N1CCN(c2ccccc2)CC1 | 19.4%

The last five entries of the section above lead into the next.
SMILES | aSyn yeast rescue
CC1CC(=O)N(c2ccc(NCCc3ccccc3)c([N+](=O)[O-])c2)C1=O (stereo unspecified) | 3.5%
CCC(Sc1nnc(C)n2c1cc1occc12)C(=O)Nc1ccccc1OC (stereo unspecified) | 9.8%
CCOC(=O)C1CCN(CCC(=O)Nc2ccc(OC)cc2)CC1 | 0.6%
Cc1ccccc1CSc1nc2c(sc3ccccc32)c(=O)n1CCCC(=O)NCCCOC(C)C | 4.0%
O=S(=O)(c1ccc2[nH]c3c(c2c1)CCCCC3)N1CCN(c2ccccc2)CC1 | 19.4%
C[C@H](CO)N1C[C@H](C)[C@@H](CN(C)Cc2ccc3cccnc3c2)OCc2cnnn2CCCC1=O | -6.2%
Cc1ccc2nc(-c3c[nH]c4ccccc34)c(Nc3ccc(F)cc3)n2c1 | -4.6%
Cc1ccccc1NC(=O)n1ncc2cc(Cl)ccc21 | -9.5%
Cc1ccccc1C(=O)NC(=S)NCc1cccnc1 | -4.2%
Cc1ccc(C)c(N2CCN(C(=O)c3c(C)oc4nc(C)nc(N5CCOCC5)c34)CC2)c1 | -0.5%
Cc1cc(C)c2c(=O)n3c(nc2c1)C(CC(C)C)NC(=O)c1cccnc1-3 (stereo unspecified) | -6.3%
O=C(O)c1ccc(N2CCCCS2(=O)=O)cc1 | -3.9%
CC1=C(C(=O)N2CCOCC2)CC(CC(=O)NCCCCc2ccccc2)C(=O)N1CCCN1CCCC1=O (stereo unspecified) | 12.8%
Cc1ccc(C(=O)c2oc3ccccc3c2NC(=O)c2nc(S(C)(=O)=O)ncc2Cl)cc1F | 2.3%
COc1ccc(CN2C(=O)N(c3ccc(F)cc3)C(=O)C2CC(=O)Nc2ccccc2)cc1 (stereo unspecified) | 4.2%
O=C(Nc1cc(-c2nc3cc(Cl)ccc3o2)ccc1Cl)c1cc([N+](=O)[O-])ccc1N1CCOCC1 | 5.1%
CN(CC(=O)Nc1ccc(F)cc1)C(=O)c1cccc(S(=O)(=O)N2CCN(c3ccc(F)cc3)CC2)c1 | 2.7%
CCOC(=O)C1=C(COC(=O)c2ccc(OC)c(OC)c2OC)NC(=O)NC1C (stereo unspecified) | -3.0%
CCOc1ccc(NC(=O)CSc2nc3nc(C)c(Cc4ccccc4)c(C)n3n2)cc1 | 8.2%
C#CCOCC1CNC(=S)O1 (stereo unspecified) | -0.6%
CCOC(=O)c1[nH]c(C)c(C(=O)NCc2ccc(F)cc2)c1C | -0.4%
Cc1nc2nc(SCC(=O)NCCCN3CCCCCC3)nn2c(C)c1Cc1ccccc1 | -4.3%
Cc1ccc(S(=O)(=O)Nc2cc3c(cc2C)n(C)c(=O)c(=O)n3C)c(C)c1 | 2.4%
COC(=O)C1Cc2c([nH]c3ccccc23)C2CCC(=O)N12 (stereo unspecified) | 0.2%
O=C1c2[nH]nc(-c3ccccc3O)c2C(c2cccc(Br)c2)N1Cc1ccncc1 (stereo unspecified) | 7.2%
